Source: PubChem BioAssay (several laboratories)
pCIP destab: p/CIP protein destabilization; actives 0.01% (n = 290,000); decrease of EGFP signal, % at 10 µM; AID 1984; F442A p/CIP-EGFP cells, EGFP fluorescence, 16 h;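 active = EGFP signal decrease of at least 30% at 10 µM or well 3 SD below plate mean, unless failing retest; inactive = the rest, including hits failing retest or dose response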; note: some compounds called inactive have numbers as strong as hits; many of its hits are not listed in these tables
PHOSPHO1 inh: inhibitors of human PHOSPHO1 phosphatase | recombinant PHOSPHO1, absorbance phosphatase assay | actives 1.1% (n = 290,000) | Q8TCT1 | inhibition, % at 13.3 µM; in the data active = inhibition above about 60%
Target sequence (Q8TCT1 whole entry, looked up): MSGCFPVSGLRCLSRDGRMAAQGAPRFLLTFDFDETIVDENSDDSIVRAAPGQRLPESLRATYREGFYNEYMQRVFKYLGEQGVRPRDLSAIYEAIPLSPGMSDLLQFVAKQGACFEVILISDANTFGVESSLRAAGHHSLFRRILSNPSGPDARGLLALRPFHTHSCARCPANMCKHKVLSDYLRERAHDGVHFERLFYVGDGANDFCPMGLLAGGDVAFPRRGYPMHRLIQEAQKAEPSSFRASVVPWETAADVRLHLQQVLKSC
IMP-1 inhibitor: blocks Pseudomonas aeruginosa IMP-1 metallo-beta-lactamase; purified IMP-1, nitrocefin hydrolysis, epi-absorbance fluorescence; inhibition, % at 5.6 µM; actives 0.45% (n = 290,000);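 active = inhibition above the mean plus 3 SD of all compounds in the same screening run, cut at about 4.5% in these data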;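 note: 0% = IMP-1 with DMSO and 100% = DMSO wells lacking enzyme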
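System: Purified recombinant IMP-1 metallo-beta-lactamase enzyme | Measured by: Fluorescence quenching readout, ex 480/em 530 nm | Replication: Singlicate | Incubation: 15 min preincubation plus 25 min reaction at 25 °C | Evaluation: Percent inhibition from optical density relative to buffer-blank wells | Benchmarks: DMSO with and without IMP-1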
VIM-2 inhibitor: blocks Pseudomonas aeruginosa VIM-2 metallo-beta-lactamase. purified VIM-2, nitrocefin hydrolysis, epi-absorbance fluorescence. inhibition, % at 5.6 µM. actives 0.89% (n = 290,000). AID 1527;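 active = inhibition above the mean of all tested compounds plus 3 SD, cutoff set per screening run, cut at about 7.5% in these data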;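 note: red hydrolysis product quenches plate fluorescence so inhibitors raise well fluorescence; 0% = enzyme with DMSO and 100% = DMSO without enzyme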
GPR7 antagonist: antagonists of human GPR7 (neuropeptides B/W receptor 1) | P48145 | GPR7-expressing cells, fluorescence antagonist assay | inhibition, % at 4.4 µM | actives 1.1% (n = 290,000) | AID 1861; in the data active = inhibition above about 16%, passing the limit was not always enough;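 note: cells stimulated with the agonist NPW; 0% = agonist with vehicle and 100% = vehicle without agonist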
Target sequence (P48145 whole entry, looked up): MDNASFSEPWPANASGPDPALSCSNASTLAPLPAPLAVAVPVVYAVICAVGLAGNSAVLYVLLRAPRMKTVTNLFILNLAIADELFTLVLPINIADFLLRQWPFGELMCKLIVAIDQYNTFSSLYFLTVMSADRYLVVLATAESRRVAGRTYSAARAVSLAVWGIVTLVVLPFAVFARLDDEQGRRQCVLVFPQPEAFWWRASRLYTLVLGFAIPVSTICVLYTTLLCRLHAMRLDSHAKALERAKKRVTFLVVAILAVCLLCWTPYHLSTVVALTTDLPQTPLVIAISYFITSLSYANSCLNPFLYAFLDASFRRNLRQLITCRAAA
NALP1 yeast inh: inhibitors of NALP1 inflammasome in yeast. inhibition, % at 10 µM. AID 2071. S. cerevisiae NALP1/ASC/caspase-1 growth, X-gal OD620, 72 h. actives 0.61% (n = 280,000); in the data active = inhibition mostly above about 24%, no sharp cut-off; inactive = mostly below about 32%; note: some compounds called inactive have numbers as strong as hits
IDE act: IDE (human) activation, cell-based | P14735 | HEK cells, FAbeta-B cleavage, fluorescence polarization; 0% vehicle, 100% cell-free pure enzyme wells | actives 0.073% (n = 340,000) | activation, % at 5.96 µM;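 active = activation above the mean of all tested compounds plus 3 SD, set per screening campaign, cut at about 17% in these data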
PfM18AAP inh: PfM18AAP enzyme inhibition. inhibition, % at 7.35 µM. actives 1.2% (n = 290,000). recombinant PfM18AAP, H-Glu-NHMec fluorogenic cleavage;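 active = inhibition above the campaign mean inhibition over all tested compounds plus 3 SD, cut at about 28% in these data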;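 note: 0% = plate median of test compound wells and 100% = 2 mM ZnCl2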
IDE inh: inhibits human insulin-degrading enzyme in HEK cells | inhibition, % at 5.59 µM | FAbetaB cleavage, fluorescence polarization | P14735 | actives 0.41% (n = 320,000) | AID 434962;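 active = percent inhibition above the average of all tested compounds plus 3 SD, set per screening campaign, cut at about 16% in these data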;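 note: IDE supplied by intact live HEK cells; FP after avidin binding of uncleaved biotin substrate so inhibition keeps polarization high; 0% = DMSO wells and 100% = 60 µM reference IDE inhibitor Ii1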
* hit, by the source's call; · = no result given. Compounds were not picked by outcome. Share with any hit: about 5.3%.

SMILES	pCIP destab	PHOSPHO1 inh	IMP-1 inhibitor	VIM-2 inhibitor	GPR7 antagonist	NALP1 yeast inh	IDE act	PfM18AAP inh	IDE inh
CC1CCCCN1C(=O)CSc1nnc(-c2ccco2)o1 (configuration not stated)	-3.4	23.9	-4.5	-3.1	1.5	-5.8	4.1	5.4	1.0
COC(=O)c1ccc(/C=C2/SC(=S)N(CCCC(=O)Nc3ccc(O)cc3)C2=O)cc1	-20.0	9.6	-0.6	-1.0	-21.8	10.6	0.2	-11.9	9.8
Cc1cc2nc(-c3cccnc3SCC(=O)NC(C)C)[nH]c2cc1C	-13.2	-5.9	-3.1	-3.8	-12.5	8.8	5.8	-5.0	-8.2
Cc1ncc(CO)c(/C=N/NC(=O)c2cc(O)c(O)c(O)c2)c1O	1.8	-4.9	24.1*	-0.7	-2.7	-15.8	·	57.5*	·
C=C(C)CSc1nc2c(cc1C#N)CCC2	-1.3	-1.0	-4.5	-2.2	-13.7	9.7	2.0	-29.7	-1.4
COc1ccc(CN2C(=O)c3cccnc3C2=O)cc1S(=O)(=O)N1CC(C)Oc2ccccc21 (configuration not stated)	7.1	8.9	1.1	-1.2	1.1	-19.4	5.5	8.8	3.6
CC(C)(C)c1ccc(-c2csc(NC(=O)CN3C(=O)NC4(CCCCC4)C3=O)n2)cc1	-13.8	-3.8	-3.1	0.3	-9.8	4.5	2.5	-1.6	9.5
COc1ccc(-n2nc(C(=O)NCC(=O)N3CCCC(C)C3)c3ccccc3c2=O)cc1Cl (configuration not stated)	4.5	12.1	-1.3	-0.5	-9.1	6.4	4.9	-4.0	2.5
Cc1ccc(OCC(=O)Nc2ccc3c(c2)OCCO3)cc1C	-1.7	-20.0	-2.6	-2.8	-14.0	5.8	3.1	-1.0	2.7
NCCCCCNC(=O)/C=N\O	-3.3	2.3	-2.2	-2.3	0.3	2.7	6.2	0.8	0.8
COc1cc(OC)cc(-n2nnnc2SCC(=O)NC2CCCC2)c1	-0.4	1.0	-3.9	-1.5	-8.7	28.2	1.9	3.4	-4.5
C(=N\N1CCN(C2c3ccccc3-c3ccccc32)CC1)/c1ccccn1	-23.5	-18.1	-2.6	-0.5	-4.5	-22.6	0.6	0.7	3.2
CS(=O)(=O)N(CC(=O)NC1CCCC1)C1CCCCC1	-0.3	-37.3	-1.1	-2.8	-11.8	6.1	3.4	1.1	0.7
Cc1ccc(/C=N/NC(=O)c2ccc(C(=O)N/N=C/c3ccc(C)s3)o2)s1	-14.2	32.3	-1.0	-4.1	-6.6	1.9	4.5	-7.3	0.2
Cc1ccsc1C(=O)OCc1csc(-c2ccccc2)n1	5.0	20.0	2.2	-1.3	-9.9	-1.8	6.7	6.3	6.4
CS(=O)(=O)N(CC(=O)N1CCCCC1)Cc1ccc(Cl)cc1	0.2	-11.3	-3.9	-0.1	-6.0	28.7	-0.6	-4.2	-4.7
COc1cc(NC(=S)N2CCN(CCO)CC2)c(OC)cc1Cl	-5.8	6.2	-2.7	-3.4	-13.5	6.0	-1.8	4.1	0.0
CC(=O)Oc1ccc(C(=O)Nc2nccs2)cc1	-1.3	-7.3	·	·	·	-2.2	1.7	·	4.3
COc1ccc(OC)c(Nc2nc(-c3sc(N)nc3C)cs2)c1	9.3	52.7	-5.7	-2.8	-6.2	15.8	-1.0	17.3	2.6
Cc1cccc[n+]1CC(=O)c1ccc2c(c1)OCCO2	2.7	1.6	-0.8	0.3	4.1	·	2.8	-1.8	-13.7
O=C(NCC1CCCO1)c1nn2cccnc2c1Cl (configuration not stated)	-17.6	-20.9	-1.2	-2.1	1.3	23.4	4.9	-23.2	-6.7
CCCOc1ccc(Cc2nn[nH]n2)cc1	-1.5	17.3	-2.0	-0.3	0.1	8.5	4.6	4.7	-2.1
O=C(NC1=NCCS1)c1ccc(Cl)c(S(=O)(=O)N2CCCC2)c1	4.1	-12.6	-0.4	-0.3	-4.5	-3.6	-5.0	-4.3	-3.8
CC(C)c1nc(SCC(=O)Nc2cccc(S(N)(=O)=O)c2)n[nH]1	5.2	-0.5	-3.5	-2.5	0.3	-5.9	-1.8	1.1	3.3
CCN(Cc1ccccc1)C(=O)c1cc2cc(OC)c(OC)cc2[nH]1	-2.3	18.4	-1.7	-2.8	1.4	7.4	2.2	3.6	0.9
c1ccc2nc3c(nc2c1)CCc1nonc1-3	4.7	11.4	-2.1	-2.1	-9.7	3.7	-1.8	-12.6	5.9
COc1ccc(OC)c(NC(=O)CSc2nnc(NC(=O)c3ccco3)s2)c1	-6.9	32.6	-0.5	-0.8	2.0	7.2	2.3	-18.6	-5.4
CCOc1ccccc1OCC(=O)Nc1ccc(N2CCCCC2)cc1	-1.0	3.7	-3.8	-2.9	16.6*	8.8	1.3	-9.6	5.3
CCN(CC)CCn1c(/N=C/c2cc(Br)ccc2O)nc2ccccc21	3.7	-2.8	-4.1	-1.1	-0.1	23.9	4.4	5.2	-1.7
Cc1ccc2nc(Br)c3c(c2c1)OC(CBr)C3 (configuration not stated)	1.6	19.2	-1.9	0.9	-21.5	6.1	2.4	-0.9	5.0
O=C(Nc1ccncc1)c1ccc2ccccc2c1	-9.8	18.8	-1.8	-1.9	-3.5	8.4	0.0	0.8	-1.4
Cc1nn(S(=O)(=O)c2cccc([N+](=O)[O-])c2)c(C)c1Br	-11.7	-9.0	0.2	-2.5	0.7	7.2	2.9	-2.1	-3.3
Cc1nnsc1C(=O)Nc1cc(Cl)ccc1Cl	5.0	-22.9	2.1	-5.8	-15.2	-7.0	0.7	7.7	0.0
CCOC(=O)CN(C(=O)CNC(=O)c1cccs1)C(C(=O)NC1CCCC1)c1ccncc1 (configuration not stated)	-18.6	32.3	-4.3	-1.2	-5.2	-5.0	4.1	-0.7	7.9
CCOc1ccc(S(=O)(=O)/N=C(\N)c2ccccc2)cc1	-10.7	28.1	-3.0	-1.8	-8.5	-5.8	-2.3	-2.5	-3.6
Cc1nc2ccccn2c1C(=O)C(=O)Nc1cc(F)ccc1F	-13.0	27.8	-2.8	0.2	3.9	12.6	-0.5	1.5	-2.6
Cc1ccc(-n2ncc3c(=O)n(Cc4ccccn4)cnc32)cc1C	4.6	-2.2	-0.7	-0.6	-15.0	11.1	0.4	8.0	4.8
FC(F)(F)C1CCCN(c2nsc3ccccc23)C1 (configuration not stated)	8.6	44.9	-3.1	-0.2	-3.3	14.2	-17.6	76.9*	10.5
COc1cc(/C=C(\C#N)c2nnc(N3CCOCC3)n2-c2ccccc2)ccc1O	9.8	0.8	0.9	-0.6	-5.2	20.3	1.3	6.3	-1.2
CCOC(=O)c1c(C)[nH]c(C(=O)COC(=O)/C=C/c2ccc(O)c(OC)c2)c1C	-10.1	-20.7	-1.8	3.8	-14.7	25.9	-4.0	11.1	3.7
O=C(NCc1ccco1)c1ccc2c(c1)CCO2	-17.3	28.2	-3.5	-1.8	-10.6	31.4	5.2	-4.8	4.2
Cc1ccnc(SCC(=O)Nc2sc3c(c2C#N)CCC(C(C)(C)C)C3)n1 (configuration not stated)	4.4	11.8	-4.1	-1.1	3.0	-4.8	6.1	-5.9	-1.9
O=C(Nc1ccc(F)c(F)c1)NC1CCCCC1	-10.1	3.7	1.3	-4.6	-10.3	-6.4	-2.4	2.1	-7.5
CCC1C(=O)N(c2nc(C)cc(C)n2)N=C1C (configuration not stated)	2.3	9.4	-2.6	-3.8	8.4	-15.2	6.0	0.1	-0.3
CC(C)N(CCn1c(SCC(=O)N2CC(=O)Nc3ccccc32)nc2ccccc2c1=O)C(C)C	-8.8	40.1	-1.7	3.2	-11.8	16.7	-2.1	0.6	-3.4
CC(=O)c1cccc(NC(=S)NNC(=O)c2ccc(C)c([N+](=O)[O-])c2)c1	0.8	-27.7	-3.8	-3.4	-14.7	-5.2	4.9	-3.8	-1.0
Cc1cc(/C=N/n2cnnc2)c(O)c([N+](=O)[O-])c1	0.6	7.1	-1.3	-3.1	-7.3	23.4	5.2	4.2	-5.2
Cn1nnc(NC(=S)NC(=O)c2cc3ccccc3o2)n1	0.8	19.9	-2.6	-3.2	-12.4	·	-4.6	5.5	-1.2
O=C(Cc1ccccc1)NCCc1c[nH]c2ccccc12	-1.8	22.0	-3.1	-0.7	-6.0	-11.6	1.4	3.5	-4.5
C/C(=N\N=C1\NC(=O)C(CC(=O)Nc2ccccc2F)S1)C1CCCCC1 (configuration not stated)	-7.2	·	-2.4	-5.8	0.7	9.1	2.1	7.0	-0.5
CCOC(=O)c1cnc2c(OC)cccc2c1N1CCN(c2ccccn2)CC1	-12.7	36.0	-4.2	4.2	-9.4	35.6	2.8	0.3	-5.3
COc1ccc(C2CC(c3ccc(Br)cc3)=NN2C(=O)CSC2=NCCS2)cc1 (configuration not stated)	3.7	4.4	-4.0	-3.6	1.6	21.1	-1.2	5.4	-0.2
OC(CNC1Cc2ccccc2C1)c1ccccc1 (configuration not stated)	-12.3	·	-0.2	-2.1	2.8	12.5	1.5	-6.3	-7.6
CC(C)Oc1ccc(CC2CC(=O)NC2=O)cc1 (configuration not stated)	1.1	-5.3	0.4	-0.2	0.5	27.9	-0.4	-9.7	0.0
O=C(Nc1ccc2c(c1)OCO2)N1CCN(c2ccc(F)cc2)CC1	-13.0	41.1	-4.2	-1.1	8.3	10.1	2.2	6.2	3.2
CCc1ccnc(NC(=O)Nc2ccc(OCc3ccccc3)cc2)c1	-6.7	·	-3.9	-3.5	8.7	7.0	-3.7	-14.8	3.0
Cc1ccc(C(=O)Cn2nnc3ccccc32)cc1[N+](=O)[O-]	3.5	23.7	-1.8	-1.2	-10.8	22.5	6.0	-8.0	-8.5
CCCCCSc1nc2c(c(=O)[nH]c(=O)n2C)n1C	-6.4	-13.3	-3.5	-0.3	-8.2	19.8	0.2	3.9	0.6
CCOC(=O)Cc1csc(NC(=O)c2ccc(S(=O)(=O)N(CCOC)CCOC)cc2)n1	-3.7	-3.9	-1.9	-4.2	-11.5	18.1	3.7	-0.3	1.7
COc1cccc(CNCc2cccnc2)c1OCc1ccccc1	0.4	44.9	0.0	0.3	19.2	4.0	-0.2	2.3	-9.1

Reformatted: entries from further up.
structure | pCIP destab | PHOSPHO1 inh | IMP-1 inhibitor | VIM-2 inhibitor | GPR7 antagonist | NALP1 yeast inh | IDE act | PfM18AAP inh | IDE inh
CCCCCSc1nc2c(c(=O)[nH]c(=O)n2C)n1C | -6.4 | -13.3 | -3.5 | -0.3 | -8.2 | 19.8 | 0.2 | 3.9 | 0.6
CCOC(=O)Cc1csc(NC(=O)c2ccc(S(=O)(=O)N(CCOC)CCOC)cc2)n1 | -3.7 | -3.9 | -1.9 | -4.2 | -11.5 | 18.1 | 3.7 | -0.3 | 1.7

The list continues:
SMILES	pCIP destab	PHOSPHO1 inh	IMP-1 inhibitor	VIM-2 inhibitor	GPR7 antagonist	NALP1 yeast inh	IDE act	PfM18AAP inh	IDE inh
CC(C(=O)Nc1nncs1)N1C(=O)C2C3C=CC(C3)C2C1=O (configuration not stated)	-5.5	22.8	-0.3	0.2	13.7	2.9	-4.8	13.1	-1.6
CC(C)NC(=O)COc1ncnc2sccc12	-5.6	29.2	-1.0	-0.4	2.1	7.8	4.1	5.6	-0.2
O=C(Nc1cccnc1)c1ccc(-c2ccc(Cl)cc2)o1	-4.9	-21.8	-1.8	0.4	-7.6	8.5	-1.0	-7.1	5.2
CC(Oc1ccccc1)C(=O)N=C1SC2CS(=O)(=O)CC2N1Cc1ccc(F)cc1 (configuration not stated)	-8.2	43.7	-1.3	-1.7	-17.7	11.2	1.6	-3.1	0.1
